RGS4 inh = inhibitors of human RGS4; B-score at 10 µM; P49798; AID 463165; actives 0.45% (n = 310,000); HEK293 M3R/RGS4 inducible, Fluo-4 calcium flux; stronger effect = higher value; triggered by carbachol at its EC20;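 active means B-score, a plate-corrected calcium signal, over three deviations above library mean, with baseline fluorescence within five deviations of library mean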;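 further: RGS4 expression induced by doxycycline in cells with stable M3 receptor; B-score is computed from the integrated fluorescence ratio over baseline after carbachol; higher B-score means a larger calcium signal and so more RGS4 inhibition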
Target sequence (P49798 whole entry, looked up): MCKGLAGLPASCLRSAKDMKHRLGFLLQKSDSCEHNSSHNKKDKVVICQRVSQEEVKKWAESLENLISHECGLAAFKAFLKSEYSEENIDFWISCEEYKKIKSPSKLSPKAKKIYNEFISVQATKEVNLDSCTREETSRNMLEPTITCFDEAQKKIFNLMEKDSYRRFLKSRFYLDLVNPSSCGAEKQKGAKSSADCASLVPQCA
TRPC6 inhibitor = blocks the mouse TRPC6 cation channel; B-score at 10 µM; HEK293-TRPC6, membrane potential dye, ACh-evoked depolarization; stronger effect = lower value; actives 1.1% (n = 310,000); Q61143;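 active means B-score under library mean minus 3 SD, initial fluorescence not abnormally high, positive integrated signal ratio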;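 further: B-score derived from integrated fluorescence ratio over the kinetic read; more negative B-score means stronger inhibition of depolarization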
RGS4 act = RGS4 potentiation or activation. HEK293 M3R/inducible RGS4, carbachol calcium flux Fluo4; stronger effect = lower value. B-score at 10 µM. actives 0.92% (n = 310,000). AID 463111;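 active means B-score of the integrated calcium signal more than 4 SD below the library mean, with starting fluorescence not abnormally high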;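 further: negative B-score means reduced calcium response which marks RGS4 activation or potentiation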
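Reagent: ECmax carbachol challenge; Test system: M3R-expressing HEK293 line, RGS4 induced by doxycycline; Schedule: overnight RGS4 induction, 30 min dye load 37 °C, 20 min compound RT; Detection: calcium dye Fluo4 fluorescence; Read-out: Agonist-evoked peak-minus-minimum fluorescence over baseline, integrated ratio, B score.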
HIF act = HIF pathway transcriptional activation; AID 1910; actives 0.32% (n = 300,000); U2OS HRE-luciferase reporter, luminescence; normalized: DMSO 0%, desferrioxamine 100%; activation, % at 7.5 µM (by protocol);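 active means mean activation of at least 10% of the iron chelator positive control signal, with at least half of replicates also reaching 10%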
TRPC6 act = mouse TRPC6 channel activation. Q61143. HEK293-TRPC6 membrane potential dye fluorescence; stronger effect = higher value. B-score at 10 µM. actives 0.13% (n = 310,000). AID 2550;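 active means B-score of the integrated fluorescence ratio above library mean plus 3 SD, and starting fluorescence ratio within library mean plus 5 SD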;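 further: higher score means more depolarization so channel activation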
TRPC4 block = TRPC4 (mouse) channel inhibition; actives 0.39% (n = 300,000); Q9QUQ5; B-score at 10 µM; HEK293 TRPC4beta/mu-opioid, DAMGO-evoked Fluo4 calcium flux; stronger effect = lower value;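 active means B-score over 3 SD under the library average, no early fluorescence shift, positive overall ratio signal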
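Test system – stable TRPC4beta/mu-opioid receptor HEK293 cells · Probe or stimulus – DAMGO, a submaximal dose followed by a maximal one · Dosing – one concentration per compound · Signal – Fluo4 calcium fluorescence by kinetic imaging, 5 s 1 Hz baseline · Evaluation – per-well B score of integrated baseline-normalized Fluo4 ratio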
SKKanGAS inh = inhibitors of SKKanGAS S. pyogenes growth in kanamycin (SK-promoter or general growth effect); AID 1662; BacTiter-Glo, 6 h; inhibition, % at 7.5 µM; actives 1.3% (n = 300,000);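 active means mean replicate score, as percent of positive control median, at least 50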;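 further: strain carries kanamycin resistance gene driven by streptokinase promoter and grows in 40 µg/ml kanamycin; loss of luminescence reflects streptokinase promoter inhibition or plain growth inhibition; 0% = median of DMSO wells and 100% = positive control at its reference dose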
Platelet DG rel = modulates dense granule release in human platelets; human platelet-rich plasma, SFLLRN dense granule ATP release, luminescence; inhibition, %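 (compounds screened at 7.5 µM in platelet-rich plasma)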; actives 0.22% (n = 300,000);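 active means mean replicate score, as percent of positive control, at or above 50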
MrgX1 ag = activates human MrgX1 receptor signaling. Q96LB2. MrgX1-HEK293 cells, Fluo-4 calcium fluorescence, agonist mode; stronger effect = higher value. B-score at 10 µM. actives 0.44% (n = 310,000). AID 588627;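 active means calcium response B-score plate-corrected fluorescence ratio at least 3 library SD, with starting fluorescence B-score inside 5 SD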
Target sequence (Q96LB2 whole entry, looked up): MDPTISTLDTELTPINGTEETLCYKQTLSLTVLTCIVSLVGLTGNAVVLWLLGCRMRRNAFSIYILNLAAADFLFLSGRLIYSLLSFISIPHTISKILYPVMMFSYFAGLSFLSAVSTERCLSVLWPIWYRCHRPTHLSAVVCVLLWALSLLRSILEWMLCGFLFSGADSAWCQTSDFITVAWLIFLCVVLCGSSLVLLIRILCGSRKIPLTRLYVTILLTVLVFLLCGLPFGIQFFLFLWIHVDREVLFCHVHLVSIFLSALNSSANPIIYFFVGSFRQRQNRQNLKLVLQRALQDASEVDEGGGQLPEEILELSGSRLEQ
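Material: HEK293 cells stably expressing human MrgX1 receptor | Quantity: 15,000 cells per well | Times: Cells plated overnight, dye loaded 0.5 h 37 °C, 0.5 h room temperature | Measured by: Kinetic Fluo-4 NW fluorescence of intracellular calcium | Control set: Positive and negative controls per plate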
MrgX1 antagonist = antagonists of human MrgX1 receptor. Q96LB2. MRGX1-HEK293 calcium flux, Fluo-4, BAM8-22 antagonism; stronger effect = lower value. B-score at 10 µM. AID 588676. actives 1.3% (n = 310,000);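 active means calcium-response B-score plate-corrected more than 3 library SD below zero, starting fluorescence within 5 deviations, no agonist response on first addition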;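 further: peak minus trough fluorescence over baseline after final BAM8-22 challenge near maximal dose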
MrgX1 allo act = allosterically activates human MrgX1 receptor signaling | MrgX1-HEK293, Fluo-4 calcium flux, FDSS; stronger effect = higher value | B-score at 10 µM | actives 0.63% (n = 310,000);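 active means plate-corrected calcium response at least 3 library SD above typical, normal starting fluorescence, not activating the receptor alone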;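 further: compound read alongside a low EC10 to EC30 dose of BAM8-22 agonist; peak minus trough fluorescence over baseline measured at the second addition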
Numbers without * were called inactive; i = inactive; · = no result given.

SMILES | RGS4 inh | TRPC6 inhibitor | RGS4 act | HIF act | TRPC6 act | TRPC4 block | SKKanGAS inh | Platelet DG rel | MrgX1 ag | MrgX1 antagonist | MrgX1 allo act
COc1ccccc1C1/C(=C(/O)c2ccccc2)C(=O)C(=O)N1CCO (centres undefined) | i | i | i | 0.6 | i | i | -8 | -4 | i | i | i
CC(=O)N1c2ccc(S(=O)(=O)NCC3CCC(C(=O)NC4CCCCC4C)CC3)cc2CC1C (centres undefined) | i | i | i | 0.2 | i | i | 3 | -4 | i | i | i
COc1ccc(N2CCN(C(=O)c3ccc(C)c(NC(=O)c4ccco4)c3)CC2)cc1 | i | i | i | -0.1 | i | i | -5 | 4 | i | i | i
Clc1ccc(Cn2c(-c3cccnc3Cl)nc3ccccc32)cc1 | i | i | i | 0.1 | i | i | 3 | 5 | i | i | i
CCCn1c(N)c(N(C)C)c(=O)n(CC(=O)Nc2ccc(OC(F)(F)F)cc2)c1=O | i | i | i | 0.2 | i | i | 3 | 0 | i | i | i
CCOC(=O)CNC(=O)CSc1nnc(NC(=O)c2ccc3c(c2)OCO3)s1 | i | i | i | 1.3 | i | i | 0 | 36 | i | i | i
CSc1ccc(Cc2ccc(Cl)cc2Cl)nn1 | i | i | i | 2.3 | i | i | 2 | 2 | i | i | i
COCCN1CCN(Cc2cn(C)nc2-c2cccc(Cl)c2)CC1 | i | i | i | 0.1 | i | i | -5 | 1 | i | i | i
CCCCN(C(=O)c1ccc(S(=O)(=O)N2CCOCC2)cc1)C1CCS(=O)(=O)C1 (centres undefined) | i | i | i | -1.4 | i | i | -6 | · | i | i | i
O=[N+]([O-])c1ccc(N2CCN(S(=O)(=O)c3ccc(Cl)c(Cl)c3)CC2)cc1NCCN1CCOCC1 | i | i | i | -0.3 | i | i | 0 | -11 | i | i | i
Cn1nccc1NC(=O)Nc1cccc([N+](=O)[O-])c1 | i | i | i | 0.1 | i | i | 0 | 3 | i | i | i
O=C(O)/C=C/c1cn(-c2ccccc2)nc1-c1ccc(-c2ccc([N+](=O)[O-])cc2)o1 | i | i | i | -0.7 | i | i | -1 | -3 | i | -4.6* | i
O=C(Cn1c2[n+](c3ccc(C(F)(F)F)cc31)CCCCC2)Nc1c(F)cccc1F | i | i | i | 0.1 | i | i | 0 | 1 | i | i | i
CN1/C(=C\C(=O)c2cccs2)Sc2ccccc21 | i | i | i | 1.1 | i | i | 3 | -5 | i | i | i
O=C(c1cccc(F)c1)N1CCN(S(=O)(=O)c2ccc(C(F)(F)F)cc2)CC1 | i | -12* | i | -0.3 | 14* | · | 7 | 2 | i | i | i
COc1ccc(N2CCN(C(=O)CNC(=O)c3ccc(C(C)(C)C)cc3)CC2)cc1 | i | i | i | -0.4 | i | i | -5 | -1 | i | i | i
O=C1C(Cc2ccccc2)Nc2ncnc(N3CCN(c4ccccc4)CC3)c2N1Cc1ccccc1 (centres undefined) | i | i | i | 2.0 | i | i | 3 | 8 | i | i | i
CCOC(=O)C1(CCCc2ccccc2)CCN(Cc2cnn(C)c2)CC1 | i | i | i | -1.0 | i | i | -5 | 6 | i | i | i
CC(C)NS(=O)(=O)c1ccc(OCC(=O)N(C)Cc2ccccc2)cc1 | i | i | i | 0.1 | i | i | 0 | 0 | i | i | i
O=C(c1ccccc1)c1ccc(OC(=O)N2CCCC2)cc1 | i | i | i | 3.4 | i | i | 0 | 13 | i | i | i

Quoted from the listing.
In HIF act, COCCN1CCN(Cc2cn(C)nc2-c2cccc(Cl)c2)CC1 is listed with 0.1
In HIF act, Cn1nccc1NC(=O)Nc1cccc([N+](=O)[O-])c1 is listed with 0.1

Next part:
SMILES | RGS4 inh | TRPC6 inhibitor | RGS4 act | HIF act | TRPC6 act | TRPC4 block | SKKanGAS inh | Platelet DG rel | MrgX1 ag | MrgX1 antagonist | MrgX1 allo act
Cc1csc2ncnc(N3CCN(C(=O)Nc4ccc(OC(F)(F)F)cc4)CC3)c12 | i | i | i | 0.0 | i | i | 9 | -4 | i | i | i
COc1ccc(CCN(Cc2cc3cccc(C)c3[nH]c2=O)C(=O)NC2CCCCC2)cc1OC | i | i | i | 0.2 | i | i | 12 | -1 | i | i | i
COc1ccc(NC(=O)C2CCCN(S(=O)(=O)c3cccc4nonc34)C2)cc1OC (centres undefined) | i | i | i | -0.3 | i | i | 3 | 5 | i | i | i
COCCCNC(=O)c1cc2c(-c3cccc(OC)c3)nn(C)c2s1 | i | i | i | -13 | i | i | -3 | 1 | i | i | i
O=C(O)C1CCCN(S(=O)(=O)c2ccc3c(c2)OCCO3)C1 (centres undefined) | i | i | i | -0.5 | i | i | 9 | 1 | i | i | i
COC(=O)/C(=C/c1cn(C)c2ccccc12)[N+](=O)[O-] | 12* | i | i | 0.1 | i | i | 6 | 2 | · | · | ·
COc1ccccc1NC(=O)c1ccc(NC(=O)CSc2n[nH]c(N)n2)cc1 | i | i | i | 0.6 | i | i | 5 | 2 | i | i | i
Cc1cccc(NC(=O)NCCN2CCCCC2)c1 | i | i | i | 1.1 | i | i | 2 | · | i | i | i
COc1cc(N(C(=O)Cc2cccs2)C(C(=O)NC2CCCCC2)c2ccc(C)cc2)ccc1-n1cnnn1 (centres undefined) | i | i | i | 0.0 | i | i | 28 | -2 | i | -6.3* | i
CC(=O)N1CCc2c(sc(NC(=O)Cc3ccc(F)cc3)c2C#N)C1 | i | i | i | -0.3 | i | i | -2 | 1 | i | i | i
COc1ccc(OCCCC(=O)Nc2cccc(SC)c2)cc1 | i | i | i | -0.6 | i | i | -7 | -1 | i | i | i
O=C(OCCN1CCN(c2ncc(C(F)(F)F)cc2Cl)CC1)c1ccc(F)cc1 | i | i | i | -0.1 | i | i | 5 | 1 | i | i | i
Cc1ccn(-c2ccc(NC(=O)c3cccs3)cc2)n1 | i | i | i | 2.9 | i | i | 6 | 18 | i | i | i
c1ccc(Nc2ncnc3sc4c(c23)CCC4)cc1 | i | i | i | 0.4 | i | i | -13 | 7 | i | i | i
O=C(NC1CCCc2ccccc21)c1cccc(Br)c1 (centres undefined) | i | i | i | -0.2 | i | i | -1 | -24 | i | i | i
COCCn1nnnc1C(c1cc2cc(C)ccc2[nH]c1=O)N1CCc2ccccc21 (centres undefined) | i | i | i | 0.2 | i | i | 1 | -3 | i | i | i
Oc1ccc(CCNc2ncnc3ccc(Cl)cc23)cc1 | i | i | i | 5.3 | i | i | 2 | -1 | i | -5.6* | i
COc1ccc(-n2ccnc(SCC(=O)NC3CCCC3)c2=O)cc1OC | i | i | i | -0.2 | i | i | 6 | 14 | i | i | i
Cc1ccc(C2=NO[C@@](CC(=O)O)(C(=O)Nc3ccc4c(c3)OCCO4)C2)cc1 | i | i | i | 1.9 | i | i | 3 | 1 | i | i | i
COC(=O)c1ccc2c(=O)n(Cc3ccc(C(=O)NCCCN4CCC(C)CC4)cc3)c(=S)[nH]c2c1 | i | i | i | 0.6 | i | i | 3 | 4 | i | i | i
CCC(=O)N1CCc2cc(Br)cc(S(=O)(=O)N3CCCCCC3)c21 | i | i | i | -1.2 | i | i | -6 | 1 | i | i | i
CC(C)CCN(C)C1CCN(C(=O)Nc2c(F)cccc2F)CC1 | i | i | i | -0.1 | i | i | -6 | 24 | i | i | i
CCOC(=O)N1CCN(c2cc(=O)n(C)c(=O)n2C)CC1 | i | i | i | -0.2 | i | i | -1 | 1 | i | i | i
CC1(C)CC2CC(C)(CN2C(=O)NC(=O)c2ccccc2)C1 (centres undefined) | i | i | i | -0.7 | i | i | -1 | -13 | i | i | i
CC(=O)Nc1ccc(NS(=O)(=O)c2ccc3c(c2)oc(=O)n3C)cc1 | i | i | i | -0.1 | i | i | 0 | 5 | i | i | i
O=C(Nc1ccc2c(c1)OCCO2)c1cccc2nc3ccccc3nc12 | i | i | -9.3* | -0.4 | i | i | 11 | 1 | i | i | i
CCOC(=O)c1ccc(NC(=O)COc2ccc(S(=O)(=O)NC(C)CC)cc2)cc1 (centres undefined) | i | i | i | 0.1 | i | i | -2 | 1 | i | i | i
O=Cc1ccc(OC(=O)c2cc(Cl)nc3ccccc23)cc1 | i | i | i | -0.2 | i | i | 11 | -2 | i | i | i
COc1cc(OC)cc(C(=O)OCC(=O)Nc2ccc3[nH]c(=O)[nH]c3c2)c1 | i | i | i | -0.3 | i | i | -1 | -2 | i | i | i
CCOc1ccc(CCNC(=O)CCNC(=O)c2ccccc2Cl)cc1OCC | i | i | i | 0.0 | i | i | -3 | -9 | i | i | i
CCOc1ccc(S(=O)(=O)Nc2nc3ccccc3nc2-n2ccc(=NC(=O)c3cccs3)cc2)cc1 | i | i | i | 0.0 | i | i | 4 | 6 | i | i | i
COc1ccc(S(=O)(=O)N2CCCOC2CNC(=O)C(=O)NCc2ccncc2)cc1 (centres undefined) | i | i | i | 0.0 | i | i | -2 | -1 | i | i | i
Cn1c(CO)cnc1S(=O)(=O)Cc1ccc(Cl)cc1 | i | i | i | -0.3 | i | i | 1 | -3 | i | i | i
Cc1cc2nccc(-c3ccco3)n2n1 | i | i | i | -0.2 | i | i | -11 | 13 | i | i | i
O=C(N/N=C/c1ccncc1)c1cc([N+](=O)[O-])cc([N+](=O)[O-])c1O | i | i | i | 0.0 | i | i | 1 | 17 | i | i | i
CCCCC(C)n1[nH]c(=O)cc1N (centres undefined) | i | i | i | 0.0 | i | i | 9 | 30 | i | i | i
COc1ccc(-c2cn3cc(Cl)ccc3n2)cc1OC | i | i | i | 2.5 | i | i | -7 | -3 | i | i | i
Cc1cnc(C(=O)Nc2ccc(C(=O)N3CCCCC3)cc2)cn1 | i | i | i | 0.1 | i | i | -7 | 3 | i | i | i
CCc1ccc(NC(=O)C2CCCN(S(=O)(=O)c3ccc4c(c3)CCCN4C(C)=O)C2)cc1 (centres undefined) | i | i | i | -0.1 | i | i | -14 | 2 | i | i | i
Cc1ccc(N2C(=O)C3CCC(C)(C2=O)C3(C)C)cc1 (centres undefined) | i | i | i | -0.3 | i | i | -15 | -13 | i | i | i

Compound activity: PubChem, several laboratories
